Lipid storage S3 = qHTS Assay for Lipid Storage Modulators in Drosophila S3 Cells | Drosophila S3 cells, BODIPY lipid droplet fluorescence, 18-24 h; cells fed with added oleic acid | Potency in µM for hits, for the others lipid storage change, negative = inhibition, % at the top dose, mostly 46.1 µM | 320,000 tested, 0.64% active | AID 2685, 2010; active = well fitted inhibition curve with a large enough effect in the signal ratio, with a control signal flat, not every such curve was filed as active; inconclusive = small, poorly fitted or top-dose-only effect, or effect the other way, or a change in a side signal; the % refers to the signal ratio
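Laser-scanning cytometry quantifies lipid droplet accumulation (500–530 nm total intensity; droplet/cell object ratio) in oleic acid-fed (400 uM added) Drosophila S3 cells treated with a concentration series. 20 uM Triacsin C defined 100% inhibition.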
Lipid storage S3 cell count max = also measured in Lipid storage S3; calls as there; cell number change, %; measured here: cell count max response;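 cells counted by Cell Tracker Red CMTPX staining in the red channel; peak over a dose series mostly up to 46.1 µM; percent activity relative to internal control wells on each plate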
* hit, by the source's call; i = inactive; u = inconclusive; x = no result given; [ ] = another dose, or the depositor's remark. % is set by controls: 0 for no effect and ±100 for the full control effect; potency is the fitted concentration of half-maximal effect. An excerpt; rates above refer to the full screens.

Values run as follows: Lipid storage S3	Lipid storage S3 cell count max
COc1ccc(/C=N/OCC(=O)Nc2ccc3c(c2)OCO3)c(OC)c1
    u	x
CC1CCC/C(=C\Nc2ccc(O)cc2)C1=O (stereo not drawn)
    13.3%	-12.7
O=C(CCc1ccccc1)Nc1ccc(NC(=O)C2CCCCC2)nc1
    0.4%	-0.3
CNc1nnc(SCC(=O)c2cc(C)n(C3CC3)c2C)s1
    u	x
O=C(/C=C/c1ccccc1)Nn1cnnc1
    u	x
N#C/C(=C(/O)COC(=O)c1ccccc1O)c1nc2ccccc2s1
    u	x
CCCN1CCN(CCCNC(=O)c2ccc(CS(=O)c3ccccc3C)o2)CC1 (stereo not drawn)
    u	x
COc1ccc(-c2nc(CSCC(=O)NCC3CCCO3)c(C)o2)cc1OC (stereo not drawn)
    16.5%	5.6
CCOC(=O)C/C(C)=N/NC(=O)CNc1cccc(Cl)c1C
    -13.1%	-23.1
CCn1cc(CN2CCC(n3nccc3NC(=O)CCOc3ccccc3)CC2)c(C)n1
    i	1.9
O=C(Cc1cccc(NC(=O)C2CCN(C(=O)C3CC3)CC2)c1)Nc1cccc(C(=O)N2CCCC2)c1
    -1.5%	-7.1
O=C(CCCNC(=O)c1ccc(Cl)cc1)NCc1ccccc1Cl
    u	x
CCn1cc(C(=O)NCC(=O)NCCCN2CCOCC2)c(=O)c2cc3c(cc21)OCO3
    i	-5.0
COc1cccc(NC(=S)N2CCN(Cc3ccccc3)CC2)c1
    u	x
COc1cc(/C=C2\SC(=O)NC2=O)ccc1Oc1cnccn1
    -2.3%	1.9
O=C(CCl)N(CCc1ccccc1)CCc1ccccc1
    u	x
O=C(NCCO)C1CCN(S(=O)(=O)c2ccc(F)cc2)CC1
    -0.8%	2.9
CCCn1c(SCC(=O)NCCc2ccccc2)nnc1-c1ccccn1
    u	x
CCC1(c2ccccc2)NC(=O)N(CC(=O)N(C)Cc2c(F)cccc2Cl)C1=O (stereo not drawn)
    u	x
Cc1ccc(Cl)cc1N1CCN(C(=O)CN(C2CCCCC2)S(C)(=O)=O)CC1
    u	x
COC(=O)c1ccc(COc2cc(C)ccc2C)o1
    u	x
C=CCn1c(SCc2nc3ccccc3c(=O)[nH]2)nc2sc3c(c2c1=O)CCCC3
    u	x
Cc1ccc(Cn2c(SCC(C)C)nc3c2c(=O)n(C)c(=O)n3C)cc1
    i	x
COc1ccc(N2C(=O)CC(S/C(N)=N/N=C(\C)c3cccs3)C2=O)cc1 (stereo not drawn)
    -1.7%	-9.1
O=C(CCNC(=O)C1CCN(S(=O)(=O)c2ccc(F)cc2)CC1)NCCc1cccc(F)c1
    i	-19.4
O=C(O)CSc1nnc(-c2ccc(Cl)cc2Cl)n1-c1ccc(Cl)cc1
    u	x
O=C1OC(NC(=O)c2ccccc2)C(n2cc(CO)nn2)=C1Cl (stereo not drawn)
    u	x
N/C(=N\OC(=O)c1ccc2ccccc2c1)c1ccccn1
    0.8%	20.4
CCN(CC(=O)N1CCOCC1)S(=O)(=O)c1ccccc1
    u	x
Cc1cccc(/C=N/NC(=O)c2cc(Br)ccc2O)n1
    6.3%	1.0
O=C(O)c1cccc(-n2c(O)c(C=C3N=c4ccccc4=N3)sc2=S)c1
    12.5%	2.4
CNc1ccccc1NC(=O)CCn1c(=S)oc2ccccc21
    u	x
CCOC(=O)N1CCN(C(=O)CCNS(=O)(=O)c2ccc(C)c(C)c2)CC1
    0.9%	6.9
COCc1nnc(NC(=O)CCCOc2ccccc2)s1
    i	x
COc1cc(COCC(O)CN2CCN(Cc3ccc4c(c3)OCO4)CC2)cc(OC)c1OC (stereo not drawn)
    u	x
Cc1ccc(-c2c3c(nc4sc(C(N)=O)c(N)c24)CCC3)cc1
    -14.4%	-10.9
CCN(CC)C(=O)CSC1=Nc2ccccc2C2=NC(c3ccccc3)C(=O)N12 (stereo not drawn)
    u	x
COc1ccccc1NC(=S)NC12CN3CN(CN(C3)C1)C2
    6.7%	21.3
CCn1c(Cc2cccc3ccccc23)nnc1SCC(=O)Nc1nccs1
    -13.4%	-1.3
COc1ccc(C2SCC(=O)N2C)cc1 (stereo not drawn)
    u	x
Cc1cccc(C)c1N1CCc2cn[nH]c21
    0.7%	-1.8
CC1=C(C(=O)OCC(C)C)C(c2ccsc2)NC(=O)N1 (stereo not drawn)
    u	x
CC(C)CC(c1nnnn1C(C)C)N1CCN(c2cccc(Cl)c2)CC1 (stereo not drawn)
    u	x
CCN1C(=O)[C@H]2[C@@H](c3ccc(-c4ccc(Cl)c(Cl)c4)cc3)N[C@@](C)(C(=O)OC)[C@H]2C1=O
    u	x
O=C(C1COc2ccccc2O1)N1CCc2ccccc2C1 (stereo not drawn)
    -3.4%	-12.2
Cc1cccc(C(=O)NCC(=O)OCc2nnc(-c3ccccc3)o2)c1
    u	x
CC1(C)Cc2ccccc2-c2nc(CN3CCOCC3)[nH]c(=O)c21
    9.2%	14.8
O=C(NCc1ccc2c(c1)OCO2)c1ccc(Br)cc1
    -5.2%	4.5
COc1ccccc1N1CCN(C(=O)CCCN2C(=O)c3cccc4cccc(c34)C2=O)CC1
    1.8%	4.4
O=C(Nc1cccc(S(=O)(=O)NC2=NCCC2)c1)c1cc(-c2ccccn2)nc2ccccc12
    4.8%	21.3
O=c1[nH]c(C2CCN(S(=O)(=O)c3cccc([N+](=O)[O-])c3)CC2)nc2c1nnn2Cc1ccccc1
    u	x
COc1ccccc1CNC(=O)COc1ccccc1C(=O)c1cnn(-c2ccccc2)c1
    -17.0%	-13.4
CCOC(=O)C1CCN(S(=O)(=O)c2ccc(OCC(=O)OC)cc2)CC1
    u	x
O=c1c(-c2ccnn2-c2ccccc2F)cnc2n1CCS2
    i	x
C[C@@H]1CN(C(=O)c2ccc(OC3CCN(S(=O)(=O)N(C)C)CC3)cc2)C[C@H](C)O1
    i	3.9
Cc1cccc(NC(=O)c2sc3nc4c(c(-c5ccco5)c3c2N)CCC4)c1
    u	x
COc1ccc([N+](=O)[O-])cc1NC(=O)CS(=O)(=O)c1ccc(C)cc1
    u	x
O=C(CSc1nnc(Cn2cnc3ccccc32)o1)c1ccccc1
    u	x
CCN(CC)N=Nc1ccc(S(=O)(=O)Nc2c(C)n(C)n(-c3ccccc3)c2=O)cc1
    u	x
CCOc1ccc(S(=O)(=O)NCCC(=O)NCCOc2ccccc2)cc1
    i	x

Later entries.
Values run as follows: Lipid storage S3	Lipid storage S3 cell count max
Cc1csc(NC(=O)CSCC(=O)Nc2ccccc2)n1
    -3.9%	-9.5
CCNC(=O)CC1C(=O)N(c2ccc(OC)cc2)C(=S)N1CCc1ccncc1 (stereo not drawn)
    11.6%	7.2
O=C(/C=C/c1cccs1)Nc1ccc(S(=O)(=O)Nc2ncccn2)cc1
    9.2%	10.9
Cc1ccc(CCNC(=O)C2CC(c3ccccc3C(F)(F)F)=NO2)cc1 (stereo not drawn)
    21.4%	20.3
CC(=O)c1ccc(NC2OC(C)C(O)C(O)C2O)cc1 (stereo not drawn)
    u	x
COc1ccc2nc(C(F)(F)C(F)(F)F)c(C#N)c(N)c2c1
    u	x
CNC(=O)COC(=O)CNC(=O)c1cc(Cl)cc([N+](=O)[O-])c1
    i	x
CC(C)c1ccc(NC2CCCN(C(=O)CN3C(=O)CSC3=O)C2)cc1 (stereo not drawn)
    i	27.3
O=C(CCNC(=O)C1CCN(S(=O)(=O)c2ccc(F)cc2)CC1)NCc1ccc(F)cc1
    i	23.4
C=CCN1CC(=O)N2Cc3[nH]c4ccccc4c3C[C@H]2C1=O
    u	x
COc1ccc(C(=O)N2N=C(c3cccc(NS(C)(=O)=O)c3)CC2c2cccs2)cc1 (stereo not drawn)
    i	17.1
Cn1nc(-c2ccccc2)c(C(O)c2ccccc2C(F)(F)F)c1Cl (stereo not drawn)
    u	x
Cc1cc(CNC(=S)Nc2ccc(S(=O)(=O)Nc3ncccn3)cc2)nn1C
    i	4.0
COC(=O)c1ccc(Cl)cc1NC(=O)/C=C/c1ccc(C)o1
    2.1%	-4.5
Cc1c(C(=O)O)sc2nc(/C=C/c3ccccc3OC(F)F)[nH]c(=O)c12
    u	x
CC(Sc1nnc(COc2ccc([N+](=O)[O-])cc2)n1-c1ccccc1)C(=O)O (stereo not drawn)
    u	x
Cn1c(CCC(N)=O)nnc1SCC(=O)Nc1cc(S(=O)(=O)N2CCCC2)ccc1Cl
    u	x
COC(=O)/C=C1/SC(=NC(=O)c2ccc(OC)cc2)NC1=O
    i	11.1
Cc1cc(C)n2nc(C(=O)Nc3ccn(Cc4ccccc4C)n3)cc2n1
    2.3%	20.6
CC(C)(C)C(=O)Nc1nnc(CC(=O)NCc2ccccc2)s1
    -0.7%[9.22 µM]	10.2
CCCCCCOC(=O)CCn1[nH]c(=O)c2ccccc2c1=O
    u	x
Cc1ccc(OCC(=O)N/N=C/C=C/c2ccco2)c(Br)c1
    u	x
O=C(N/N=C/c1cc2ccccc2nc1Cl)/C(=C/c1cccs1)NC(=O)c1ccccc1
    u	x
Cc1nn(C)c(C)c1S(=O)(=O)N1CCC(C(=O)Nc2ccc3c(c2)OCCO3)CC1
    u	x
COc1ccc2oc(C(=O)NCC(c3ccco3)N(C)C)c(C)c2c1 (stereo not drawn)
    1.6%	19.9
Cc1cc2oc(=O)cc(CN3CCCCC3)c2cc1O
    u	x
COc1ccc(S(=O)(=O)NCCc2ccncc2)cc1
    10.5%	-16.8
COc1ccc2[nH]c(=O)c(CN(CCN3CCCC3)C(=O)Nc3ccccc3Cl)cc2c1
    u	x
Cc1cccc2c(SCC(=O)NCC3CCCO3)nc(-c3ccc(F)cc3)nc12 (stereo not drawn)
    u	x
CCCc1c(C(=O)N/N=C(\C)CCc2ccccc2)nnn1-c1nonc1N
    u	x
COc1ccccc1C1(CC(=O)N2CCCCC2)CCOC(C(C)C)C1 (stereo not drawn)
    u	x
Cc1ccc(N2CC(C(N)=O)CC2=O)cc1 (stereo not drawn)
    u	x
O=C(Nc1ccccc1)/C(=C/c1ccccc1)c1ccccc1
    -20.9%	5.1
CN1CCN(S(=O)(=O)c2cccc(S(=O)(=O)c3ccc(Cl)c(Cl)c3)c2)CC1
    0.7%	-9.1
O=C(NC(Cc1ccccc1)C(=O)NC(Cc1ccccc1)C(=O)O)c1ccccc1 (stereo not drawn)
    u	x
O=[N+]([O-])c1cc(S(=O)(=O)N2CCCCC2)ccc1NCc1cccc(Cl)c1
    -3.3%	-0.4
CC(=O)Nc1ccc(S(=O)(=O)Nc2nc(C)cc(-n3nc(C)cc3C)n2)cc1
    u	x
CCOc1cc(S(=O)(=O)N2CCN(Cc3ccccc3)CC2)ccc1Br
    -4.9%	-19.6
Cc1ccc(CNC(=O)/C=C/c2ccc(Br)o2)cc1
    -8.8%	-5.0
CN1CCN(C(=O)c2cc(Cl)ccc2NC(=O)c2ccc(Cl)cc2Cl)CC1
    -0.5%	x
S=C(c1ccc(N2CCOCC2)cc1)N1CCOCC1
    u	x
CC(=O)Nc1cccc(NS(=O)(=O)Cc2ccc(Cl)cc2)c1
    u	x
COc1cc(C(=O)N/N=C(\C)Cc2ccccc2)cc(OC)c1OC
    9.7%	-0.3
CCOC(=O)Cc1csc(NC(=O)CSc2nc3cccnc3n2CC)n1
    u	x
CN(C(=O)c1cc(S(=O)(=O)N2CCOCC2)cs1)c1ccccc1
    -13.4%	7.1

7 entries from above, in markdown.
| canonical_smiles | Lipid storage S3 | Lipid storage S3 cell count max |
| --- | --- | --- |
| O=C(NC(Cc1ccccc1)C(=O)NC(Cc1ccccc1)C(=O)O)c1ccccc1 (stereo not drawn) | u | x |
| O=[N+]([O-])c1cc(S(=O)(=O)N2CCCCC2)ccc1NCc1cccc(Cl)c1 | -3.3% | -0.4 |
| CC(=O)Nc1ccc(S(=O)(=O)Nc2nc(C)cc(-n3nc(C)cc3C)n2)cc1 | u | x |
| CCOc1cc(S(=O)(=O)N2CCN(Cc3ccccc3)CC2)ccc1Br | -4.9% | -19.6 |
| Cc1ccc(CNC(=O)/C=C/c2ccc(Br)o2)cc1 | -8.8% | -5.0 |
| CN1CCN(C(=O)c2cc(Cl)ccc2NC(=O)c2ccc(Cl)cc2Cl)CC1 | -0.5% | x |
| S=C(c1ccc(N2CCOCC2)cc1)N1CCOCC1 | u | x |

The listing continues:
Values run as follows: Lipid storage S3	Lipid storage S3 cell count max
CCOc1ccc(N2C(=O)Nc3ccccc3C2(O)C(=O)NCc2ccccc2)cc1 (stereo not drawn)
    u	x
CC1(C)C(c2ccccc2)=NC(c2ccc(Br)cc2)N1O (stereo not drawn)
    -6.6%	-0.1
CC(=O)Oc1cccc2c1C(=O)c1c(OC(C)=O)cc(C(=O)O)cc1C2=O
    -13.6%	-14.3
Cc1ccc2nc(-c3ccc(NS(C)(=O)=O)cc3)cc(-c3ccccc3)c2c1
    u	x
Cc1ccc(-c2nnc(NC(=O)CCS(=O)(=O)c3ccccc3)o2)c(C)c1
    i	x
O=[N+]([O-])c1ccc(N2CCN(S(=O)(=O)c3ccccc3[N+](=O)[O-])CC2)cc1NCc1cccnc1
    20.2%	20.4
CSc1ncc(C(=O)Nc2ccc(C(C)=O)cc2)c(C)n1
    16.9%	-9.9
CCOC(=O)C(NC(C)=O)(Nc1ccc(S(=O)(=O)Nc2onc(C)c2C)cc1)C(F)(F)F (stereo not drawn)
    i	1.7

High-throughput results as filed in PubChem BioAssay.
